# Pemphigus Ab inh – human desmoglein-3 autoantibody binding inhibition. binding (percent of control), % at 10 µM. AID 588358. 310,000 tested, 0.48% active. DSG3-coupled beads, scFv-anti-DSG3-GFP binding, flow cytometry; active compounds read low;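 active = binding more than 3 SD below its plate's average and above zero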;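 note: hits lower antibody fragment binding to DSG3; some compounds called inactive have numbers as strong as hits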
# MITF act – increases MITF-driven TRPM1 promoter luciferase signal; SK-MEL-5 TRPM1-promoter luciferase, 24 h; % of positive control, neutral wells = 0; activation, % at 12.5 µM; 300,000 tested, 0.75% active;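 active = mean activation of at least 80% with every replicate also reaching 80%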;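 note: 0% = neutral control wells and 100% = parthenolide positive control wells; values of inactives mirror those of a sister screen read the other way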
# Mot1-301 SUMO – SUMOylation pathway inhibition by Mot1-301 growth rescue. growth rescue, % at 18.8 µM. 320,000 tested, 1% active. S. cerevisiae Mot1-301 growth rescue, ATP luminescence, 38.5C; percent above DMSO median, 100 means doubled;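 active = every valid replicate shows activation above 250% relative to neutral control wells; inactive = the rest, any valid replicate at or below 250%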;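 note: OY570 slx delta 5 strain wells were the positive control but not used for scaling; some compounds called inactive have numbers as strong as hits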
# SR-BI uptake up – activators of SR-BI mediated HDL lipid uptake; CHO ldlA[mSR-BI] cells, DiI-HDL uptake fluorescence, 3 h; 100 = double the neutral-control signal; activation, % at 12.5 µM; 320,000 tested, 0.096% active;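 active = mean replicate activation of at least 60% and every replicate at or above 60%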;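 note: 0% = median plate neutral-control signal and 100% = twice that signal; values of inactives mirror those of a sister screen read the other way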
#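 Assay system: CHO ldlA[mSR-BI] cells, LDL receptor-null, SR-BI overexpressing; medium: Ham's F12 with 0.5% BSA, HEPES 25 mM, pH 7.4; also added: DiI-HDL 10 µg/mL; timing: 3 h uptake period with compound, 37 °C; signal: DiI fluorescence, bottom read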
# NSD2 HMT inh – NSD2 (human) methyltransferase inhibition; O96028; NSD2 peptide methylation, AlphaScreen, 120 min; AID 743445; inhibition, % at 12.5 µM; 310,000 tested, 0.54% active; in the data active = inhibition above about 50%
# PKA-R1A act – PKA-R1A complex activation; 340,000 tested, 0.083% active; activation, % at 11.4 µM; PKA-R1A dissociation, Cy5-IP20 fluorescence polarization; scaled: DMSO 0%, 113 µM cGMP 100%;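 active = percent activation above the mean of all tested compounds plus 3 SD, cut at about 19% in these data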;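 note: higher means more PKAc released from R1A so a rise in polarization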
# SR-BI DiI inh – mouse SR-BI HDL lipid transfer inhibition; ldlA[mSR-BI] CHO cells, DiI-HDL uptake fluorescence, 3 h; inhibition, % at 12.5 µM; 320,000 tested, 0.96% active;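 active = mean replicate inhibition of at least 70% and a set share of replicates each scoring 70 or more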;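 note: 0% = median of neutral control wells and 100% = median of positive control wells; values of inactives mirror those of a sister screen read the other way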
# CDK5 inh – blocks human CDK5/p35 kinase activity. Q00535+Q15078. Recombinant CDK5/p35, ADP-Glo luminescence, 60 min. inhibition, % at 10 µM. 330,000 tested, 0.01% active. AID 488839;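 active = highest replicate inhibition of at least 50% and at least 75% of replicates reaching 50%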;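 note: plate controls were DMSO neutral control for no effect and GW8510 at 10 µM for full effect; many of its hits are not listed in these tables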
# Target sequence (Q00535 whole entry, looked up): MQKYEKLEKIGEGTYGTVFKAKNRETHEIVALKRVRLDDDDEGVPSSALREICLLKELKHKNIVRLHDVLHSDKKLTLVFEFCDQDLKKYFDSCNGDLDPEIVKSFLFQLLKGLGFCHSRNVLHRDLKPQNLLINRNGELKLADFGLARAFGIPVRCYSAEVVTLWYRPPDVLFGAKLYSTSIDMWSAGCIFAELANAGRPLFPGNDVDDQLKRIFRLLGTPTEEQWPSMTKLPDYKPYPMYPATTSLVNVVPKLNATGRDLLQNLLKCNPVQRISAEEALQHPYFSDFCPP
# Target sequence (Q15078 whole entry, looked up): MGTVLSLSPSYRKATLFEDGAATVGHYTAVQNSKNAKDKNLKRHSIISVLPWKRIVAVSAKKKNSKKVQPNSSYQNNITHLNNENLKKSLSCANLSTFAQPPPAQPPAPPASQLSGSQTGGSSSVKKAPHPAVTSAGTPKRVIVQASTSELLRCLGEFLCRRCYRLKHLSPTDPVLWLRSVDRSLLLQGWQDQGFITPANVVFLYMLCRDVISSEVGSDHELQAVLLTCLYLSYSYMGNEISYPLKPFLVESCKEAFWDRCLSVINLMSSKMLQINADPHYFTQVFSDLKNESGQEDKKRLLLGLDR
# Arr AP2 block – blocks beta-arrestin peptide binding to AP2 adaptin; FITC-arrestin peptide / GST-AP2 beads, flow cytometry; AP2 beta2 appendage carries R879A mutation; 340,000 tested, 0.31% active; inhibition, % at 10 µM;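 active = inhibition above a set limit, near 3 SD of compounds lacking own fluorescence, cut at about 54% in these data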;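 note: plate controls were DMSO wells for no effect and 5 µM unlabelled arrestin peptide for full effect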
#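 Test system: GST-tagged AP2 beta2-adaptin appendage (R879A) on 4 µm glutathione beads; also added: fluorescein-tagged arrestin peptide at 50 nM final; timing: 12 min plus 1 h, RT; signal: flow cytometry, FL1 (488/535 nm); read-out: percent drop in bead-associated FITC signal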
# dFosB act – enhances mouse delta FosB homodimer DNA binding; P13346; purified delta FosB, TAMRA-CDK5 oligo fluorescence polarization; percent of positive-control signal above neutral wells; activation, % at 25 µM; 340,000 tested, 0.99% active; AID 493131;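 active = mean activation above about 17%, with every replicate also reaching it, limit read from the data, passing the limit was not always enough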;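 note: fluorescence polarization rise as delta FosB binds a TAMRA Cdk5 AP-1 oligo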
# Target sequence (P13346 whole entry, looked up): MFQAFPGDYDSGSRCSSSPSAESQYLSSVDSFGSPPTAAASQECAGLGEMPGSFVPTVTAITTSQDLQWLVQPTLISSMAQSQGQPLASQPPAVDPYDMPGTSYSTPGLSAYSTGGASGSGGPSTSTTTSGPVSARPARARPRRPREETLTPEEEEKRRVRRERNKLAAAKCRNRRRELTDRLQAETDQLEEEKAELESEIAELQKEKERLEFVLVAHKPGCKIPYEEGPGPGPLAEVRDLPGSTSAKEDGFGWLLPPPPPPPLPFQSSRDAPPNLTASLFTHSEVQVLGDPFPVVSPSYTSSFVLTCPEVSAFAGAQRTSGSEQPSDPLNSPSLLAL
# PKA-R2B act – activates the human PKA-R2B holoenzyme complex; P22694+P31323; PKA-R2B holoenzyme dissociation, Cy5-IP20 fluorescence polarization; R2B truncated from residue 108, S112A mutant; 0% DMSO only, 100% 113 µM cGMP; activation, % at 11.4 µM; 340,000 tested, 0.079% active; AID 504700;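 active = activation above a cutoff set at the mean over all compounds plus 3 SD, cut at about 18% in these data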;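 note: higher means more holoenzyme dissociation and a rise in polarization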
# Active calls of the source: *; i = inactive; nt = not tested or not shown; & = joins results of further samples; ! = not confirmed by another sample. Compounds as they come, and some 4.7% of all compounds hit somewhere here.
# Order of results: SR-BI uptake up	Mot1-301 SUMO	Pemphigus Ab inh	MITF act	NSD2 HMT inh	dFosB act	PKA-R1A act	SR-BI DiI inh	CDK5 inh	PKA-R2B act	Arr AP2 block
O=[N+]([O-])c1ccc(Cl)c(S(=O)(=O)n2ccnc2)c1
 : 18	13	101	2	nt	-2	-5	-18	0.6	-15	-7
Cc1ccc(C(=O)Nc2cccc(C(=O)N/N=C/c3ccc(F)cc3)c2)cc1
 : -76	-7	nt	22	21	-1	7	76*	0.4	3	-9
Cc1cccc2c(N=NC(=O)C(C)n3cnc4ccccc4c3=O)c(O)[nH]c12 (centres undefined)
 : nt	8	88	-12	1	1	-14	nt	0.4	-2	3
C/C(=N\NC(=O)c1ccc(Cn2cc(Br)cn2)o1)c1cccc(NC(=O)C(C)(C)C)c1
 : -1	1	92	-9	0	-4	-4	1	nt	5	20
Nc1nc2c(ncn2COC(CO)CO)c(=O)[nH]1
 : 9	-10	102	0	nt	4	-4	-9	0.2	-4	4
CC(=O)NS(=O)(=O)c1ccc(N)cc1
 : -2&8	-7&97	25*!	-10&14	nt	2&-3	7&-5	2&8	0.9&1.9	10&-2	-3&8
O=C(CSCc1ccc(Br)cc1)N1CCCC1
 : 5	nt	109	9	0	-7	2	-5	-0.2	4	17
O=S(=O)(c1ccccc1)c1nc(-c2ccccc2)oc1NCCCN1CCOCC1
 : 9	94	nt	-10	-3	-8	9	-9	-2.8	-1	-3
CCCNC(=O)COC(=O)CCC(=O)c1ccc(F)cc1
 : 2	-6	117	nt	-2	-1	2	-2	-0.5	-10	9
COC(=O)c1ccc(NC(=O)CSc2nnc(Cc3cccn3C)n2-c2ccc(F)cc2)cc1
 : -16	2	110	-6	nt	-3	2	16	0.0	2	-1
O=C(c1nnc(Cc2ccc(Cl)cc2)o1)N1CCOCC1
 : 1	-15	98	8	nt	10	-3	-1	0.1	-4	-1
N#CCc1nn2c3c(cnc2c1C#N)C(=O)CCC3
 : 13	-10	nt	4	nt	-5	8	-13	1.1	-2	-14
Cn1c(Br)nc2c1c(=O)n(CC(O)COc1ccccc1)c(=O)n2C (centres undefined)
 : 10	4	111	nt	7	1	8	-10	-0.2	4	8
CCOC(=O)C(NC(=O)c1ccccc1)(Nc1cccc(C)n1)C(F)(F)F (centres undefined)
 : 3	-5	104	3	-4	-1	-9	-3	-2.0	3	6
CCOC(=O)c1c(NC(=O)C2CCCCC2)sc2c1CCN(C(C)C)C2
 : 48	2	105	23	nt	-9	-6	-48	0.0	5	12
CC1CN(C(=O)COC(=O)c2cccs2)CC(C)O1 (centres undefined)
 : 30	-4	94	3	-1	-4	1	-30	-0.7	0	12
CN1CCCCCC1=NC1=C(C#N)CCCC1
 : 27	4	nt	6	nt	0	-6	-27	-0.2	-6	28
CC(C)C(=O)NC(NC(=S)NC1CCS(=O)(=O)C1)C(Cl)(Cl)Cl (centres undefined)
 : 14	65	82	6	nt	-3	-5	-14	-1.3	-7	7
CC(=O)C1=C(NC(=O)c2ccc(F)cc2)CC2C1C2(C)C (centres undefined)
 : -5	0	99	23	-1	-4	-11	5	-0.3	-1	23
O=C(C1CC1)N1CCc2cc(Br)cc(S(=O)(=O)N3CCN(c4ccccn4)CC3)c21
 : 15	15	nt	0	nt	0	-7	-15	-0.5	-1	1

# Entries listed so far printed as active in SR-BI DiI inh.
# Order of results: SR-BI uptake up	Mot1-301 SUMO	Pemphigus Ab inh	MITF act	NSD2 HMT inh	dFosB act	PKA-R1A act	SR-BI DiI inh	CDK5 inh	PKA-R2B act	Arr AP2 block
Cc1ccc(C(=O)Nc2cccc(C(=O)N/N=C/c3ccc(F)cc3)c2)cc1
 : -76	-7	nt	22	21	-1	7	76*	0.4	3	-9

# Record cards, from the list above. Screens in order: SR-BI uptake up	Mot1-301 SUMO	Pemphigus Ab inh	MITF act	NSD2 HMT inh	dFosB act	PKA-R1A act	SR-BI DiI inh	CDK5 inh	PKA-R2B act	Arr AP2 block
# C/C(=N\NC(=O)c1ccc(Cn2cc(Br)cn2)o1)c1cccc(NC(=O)C(C)(C)C)c1 is entered as -1	1	92	-9	0	-4	-4	1	nt	5	20
# CC1CN(C(=O)COC(=O)c2cccs2)CC(C)O1 (centres undefined) is entered as 30	-4	94	3	-1	-4	1	-30	-0.7	0	12
# Cc1cccc2c(N=NC(=O)C(C)n3cnc4ccccc4c3=O)c(O)[nH]c12 (centres undefined) is entered as nt	8	88	-12	1	1	-14	nt	0.4	-2	3
# O=C(c1nnc(Cc2ccc(Cl)cc2)o1)N1CCOCC1 is entered as 1	-15	98	8	nt	10	-3	-1	0.1	-4	-1

# An excerpt of these results, as tab-separated lines:
smiles	SR-BI uptake up	Mot1-301 SUMO	Pemphigus Ab inh	MITF act	NSD2 HMT inh	dFosB act	PKA-R1A act	SR-BI DiI inh	CDK5 inh	PKA-R2B act	Arr AP2 block
O=C(CSCc1ccc(Br)cc1)N1CCCC1	5	nt	109	9	0	-7	2	-5	-0.2	4	17
C/C(=N\NC(=O)c1ccc(Cn2cc(Br)cn2)o1)c1cccc(NC(=O)C(C)(C)C)c1	-1	1	92	-9	0	-4	-4	1	nt	5	20
Cn1c(Br)nc2c1c(=O)n(CC(O)COc1ccccc1)c(=O)n2C (centres undefined)	10	4	111	nt	7	1	8	-10	-0.2	4	8
N#CCc1nn2c3c(cnc2c1C#N)C(=O)CCC3	13	-10	nt	4	nt	-5	8	-13	1.1	-2	-14

# Continued.
# Order of results: SR-BI uptake up	Mot1-301 SUMO	Pemphigus Ab inh	MITF act	NSD2 HMT inh	dFosB act	PKA-R1A act	SR-BI DiI inh	CDK5 inh	PKA-R2B act	Arr AP2 block
Cc1cc(C)nc(SCC(=O)c2ccc(F)cc2)n1
 : -8	-12	113	nt	-5	-5	0	8	0.6	-1	5
COC(=O)N/N=C/c1cc(OC)c(O)c([N+](=O)[O-])c1
 : -24	-12	97	-1	0	0	0	24	1.6	9	9
O=C(CSc1nnc(C2CC2)n1C1CC1)c1ccc(F)c(F)c1
 : -21	14	nt	16	-3	-8	-3	21	0.3	4	2
CCOC(=O)C1Nc2ccc(C)cc2C2C=CCC12 (centres undefined)
 : -2	-12	110	-11	nt	-10	5	2	-0.2	-1	3
COC(=O)c1cc(OC)c(OC)cc1NC(=O)CCc1ccc(C)o1
 : -10	10	107	24	3	-11	-3	10	-0.9	2	11
O=C(CSc1nnc(NC2CC2)s1)c1ccc[nH]1
 : -22	4	nt	47	2	1	1	22	-3.1	0	7
Cc1cccc(-n2c(SCCC(=O)O)nnc2-c2cccs2)c1C
 : 14	-1	94	-9	-1	8	4	-14	-0.3	-5	31
CCCc1nnc(SCC(=O)N2CCCC(C)C2)n1CC1CCCO1 (centres undefined)
 : 14	-11	93	6	1	7	-3	-14	-0.9	-3	4
CN1CCc2c1nc1ccccc1c2N (tested in a mixture with another compound)
 : 58	-1	100	0	3	1	1	-58	2.3	-6	-17
O=C(COC(=O)c1ccccc1NCCO)NCC1CCCCC1
 : -17	133	91	17	-3	-2	5	17	-2.1	-15	-1
C=CCn1c(SCc2csc(C)n2)nc2scc(-c3ccc(C)o3)c2c1=O
 : -13	i	nt	-5	4	-4	-18	13	2.6	2	20
Cc1cc2ccccc2n2c(SCC(=O)N3CCOCC3)nnc12
 : 5	3	101	-2	3	-19	7	-5	0.6	5	5
O=C(CCCn1c(=S)[nH]c2ccsc2c1=O)NCCc1ccccc1
 : 3	-1	125	-1	0	-11	0	-3	1.2	-2	14
CN1C(=O)c2ccc(N(C)C)cc2C1=O
 : 6	1	nt	nt	-1	-5	-10	-6	-0.8	-2	-4
C=CCN(Cc1nc(-c2ccccc2)no1)C(=O)c1ccoc1C
 : -11	82	nt	-4	-1	-2	3	11	1.9	2	-3
CCN(CC)C(=O)CN1CCC(n2c(C)nc3cc(C(F)(F)F)ccc32)CC1
 : -1	-18	86	nt	0	5	-16	1	-0.3	-2	22
Cc1ccc(C)c(NC(=O)c2cnc3n(c2=O)CCS3)c1
 : -9	8	98	52	-3	-2	12	9	0.5	-1	-5
CCOC(=O)N1CCN(C(=O)c2ccc(-n3c(C)ccc3C)cc2)CC1
 : -12	-8	100	-4	-1	-9	-1	12	-0.3	-7	6
C=CCOc1ccc(C2/C(=C(\O)c3c(C)[nH]c(C(=O)OC)c3C)C(=O)C(=O)N2CCN(C)C)cc1 (centres undefined)
 : 28	20	104	1	-3	-1	6	-28	0.3	6	3
O=C(O)C1CSC(c2coc3ccccc3c2=O)N1 (centres undefined)
 : 21	-12	nt	-9	1	1	-8	-21	2.0	0	2
c1csc(CCNc2ncnc3sc4c(c23)CCC4)c1
 : -28	-12	104	-12	nt	-8	-5	28	2.1	-7	-1
COc1ccc(C2(O)CCN(CC(=O)Nc3nc(-c4ccccc4)cs3)CC2)cc1
 : -12	0	100	-7	1	6	1	12	-0.1	4	5
